Source: PubChem BioAssay
CendR NRP1 mod: NRP-1/CendR interaction modulation | FAM-RPARPAR peptide binding to NRP-1, fluorescence polarization | inhibition, % at 25 µM | actives 0.85% (n = 360,000);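 active = inhibition or corrected inhibition above about 18%, plus a signal ratio from 0.5 to 1.5, limit read from the data, passing the limit was not always enough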; also: strong numbers were not always called active
eLon inh: E. coli protease La inhibition. P0A9M0. inhibition, % at 7.94 µM. actives 0.42% (n = 360,000). purified E. coli Lon protease, fluorescence polarization; in the data active = inhibition above about 13%, passing the limit was not always enough;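 also: 0% = enzyme with probe and DMSO and 100% = no enzyme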
FAS-TE inh: blocks the thioesterase domain of human fatty acid synthase | P49327 | actives 0.67% (n = 360,000) | inhibition, % at 15 µM | recombinant FAS-TE, OMFH fluorogenic substrate, fluorescence endpoint;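 active = compounds whose normalised, plate-corrected inhibition of enzyme fluorescence in the single-dose primary screen is 50% or more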;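 also: 0% = DMSO with enzyme and 100% = substrate without enzyme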
SKN-1 block: inhibitors of C. elegans SKN-1; C. elegans VP596 Pgst-4::GFP/RFP ratio, acrylamide-induced, 24 h; inhibition, % at 21.8 µM; actives 0.49% (n = 360,000); AID 624304;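 active = interference check ratio from 0.5 to 1.5 plus GFP to RFP signal ratio inhibition reaching or exceeding a fixed threshold, cut at about 30% in these data, passing the limit was not always enough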; also: some compounds called inactive have numbers as strong as hits
Tb MetRS inh: blocks T. brucei methionyl-tRNA synthetase activity. purified T. brucei MetRS, ATP depletion, Kinase-Glo luminescence. actives 0.4% (n = 360,000). inhibition, % at 11.9 µM;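 active = inhibition above a per-plate cutoff of the control wells' mean inhibition plus 3 SD, cut at about 5.5% in these data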;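 also: 0% = DMSO wells median and 100% = median of wells with control inhibitor compound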
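Assay system: T. brucei methionyl-tRNA synthetase, purified | Medium: HEPES buffer with MgCl2, KCl, DTT, spermine, BSA, pyrophosphatase | Compound: 11.9 µM single point | Incubation: 15 min enzyme-compound preincubation, 2 h reaction, 10 min detection, 25 °C | Measured by: Kinase-Glo luciferase luminescence reporting remaining unconsumed ATP | Measure: % inhibition normalized to control-well medians | Replication: Singlicate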
bovine MsrA act: activates bovine MsrA enzyme. purified bovine MsrA, absorbance read-out. activation, % at 10.6 µM. actives 0.3% (n = 360,000). AID 602163; in the data active = activation above about 7.5%;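 also: 0% = vehicle and 100% = reference activator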
MT1-MMP act inh: blocks activation of human MT1-MMP; actives 0.061% (n = 360,000); HT1080 RFP-PRO-GFP cells, GFP/RFP ratio fluorescence, overnight; percent of plate control window, DMSO zero; GFP/RFP ratio change, % at 20 µM;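 active = GFP/RFP ratio change of at least 30% with cell ATP level not reduced by more than half and red fluorescence within 50% of control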; also: strong numbers were not always called active
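Read-out: GFP/RFP fluorescence ratio; Test system: RFP-PRO-GFP reporter HT1080 cells; Compound dosing: single-point 20 µM compound, 1% DMSO; Times: overnight compound exposure at 37 °C.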
MsrA inhibitor: inhibits bovine methionine sulfoxide reductase A. purified bovine MsrA, absorbance read-out. inhibition, % at 15.5 µM. actives 0.75% (n = 360,000); in the data active = inhibition above about 4.5%;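 also: 0% = vehicle wells with enzyme and 100% = reference inhibitor wells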
PABP1 MLLE inh: blocks PAM2 peptide binding to the PABP1 MLLE domain. P11940. inhibition, % at 20 µM. AID 588489. actives 0.36% (n = 360,000). GST-MLLE / FITC-PAM2 fluorescence polarization; in the data active = inhibition above about 35%, passing the limit was not always enough;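 also: plate controls were DMSO wells with GST-MLLE for no effect and wells lacking GST-MLLE protein for full effect; some results filed as inactive read as strong as hits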
Target sequence (P11940 whole entry, looked up, the tested form may be a part): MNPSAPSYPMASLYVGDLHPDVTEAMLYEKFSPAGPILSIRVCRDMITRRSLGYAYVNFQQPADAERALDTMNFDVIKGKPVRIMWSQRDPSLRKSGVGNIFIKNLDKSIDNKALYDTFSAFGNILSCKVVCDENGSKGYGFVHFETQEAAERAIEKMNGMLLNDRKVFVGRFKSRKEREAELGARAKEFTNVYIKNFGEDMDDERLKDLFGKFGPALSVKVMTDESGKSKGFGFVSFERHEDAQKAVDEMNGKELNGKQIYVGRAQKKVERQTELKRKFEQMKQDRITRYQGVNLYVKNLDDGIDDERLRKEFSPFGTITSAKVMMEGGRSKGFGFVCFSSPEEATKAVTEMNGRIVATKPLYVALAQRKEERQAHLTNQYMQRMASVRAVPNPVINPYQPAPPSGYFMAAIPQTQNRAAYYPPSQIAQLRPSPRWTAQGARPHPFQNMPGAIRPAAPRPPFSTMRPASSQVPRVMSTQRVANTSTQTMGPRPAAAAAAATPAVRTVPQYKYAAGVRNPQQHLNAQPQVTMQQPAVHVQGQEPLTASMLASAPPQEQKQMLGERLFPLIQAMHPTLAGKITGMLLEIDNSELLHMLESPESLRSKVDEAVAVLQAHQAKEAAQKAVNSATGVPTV
* hit, by the source's call; nt = no result given.

1: O=C(NN=C1CCCC1)C(=O)Nc1cccc(C(F)(F)F)c1
2: CCOC(=O)Nc1ccc(S(=O)(=O)NCc2ccccc2)cc1
3: O=C(/C=C/c1ccccc1)NC(=S)Nc1ccccc1
4: CCCC1(CCC)C(=O)NC(=NCCc2ccc(OC)c(OC)c2)NC1=O
5: Cc1ccc(C(=O)O)cc1NC(=S)NCCc1ccccc1
6: CC/C(=N/N=C(\CC)c1ccccc1)c1ccccc1
7: CC12CC(NC(=O)N1CCc1ccccc1)c1cc(Cl)ccc1O2 (stereo not drawn)
8: Cc1nn(Cc2ccc(Cl)c(Cl)c2)c(C)c1NC(=O)c1sc2ccccc2c1Cl

screen / no.,1,2,3,4,5,6,7,8
SKN-1 block,14,-2,4,3,8,-1,16,-2
CendR NRP1 mod,-4,-6,-5,6,-6,1,0,-7
MsrA inhibitor,0.1,-0.7,-0.6,0.4,-0.7,0.0,-0.1,0.5
PABP1 MLLE inh,-8,-3,27,-10,14,2,3,3
eLon inh,13,-4,3,6,-1,3,-15,-6
FAS-TE inh,-1,0,8,-3,-5,27,6,25
MT1-MMP act inh,-3,6,0,-7,-3,2,-1,-4
bovine MsrA act,-4,-6,-9,-2,-2,-2,5,-4
Tb MetRS inh,-0.6,-0.1,-0.9,-0.3,0.1,-0.4,-0.9,-0.2

Seven entries from above, with bars between the fields.
# | canonical_smiles | SKN-1 block | CendR NRP1 mod | MsrA inhibitor | PABP1 MLLE inh | eLon inh | FAS-TE inh | MT1-MMP act inh | bovine MsrA act | Tb MetRS inh
1 | O=C(NN=C1CCCC1)C(=O)Nc1cccc(C(F)(F)F)c1 | 14 | -4 | 0.1 | -8 | 13 | -1 | -3 | -4 | -0.6
2 | CCOC(=O)Nc1ccc(S(=O)(=O)NCc2ccccc2)cc1 | -2 | -6 | -0.7 | -3 | -4 | 0 | 6 | -6 | -0.1
3 | O=C(/C=C/c1ccccc1)NC(=S)Nc1ccccc1 | 4 | -5 | -0.6 | 27 | 3 | 8 | 0 | -9 | -0.9
4 | CCCC1(CCC)C(=O)NC(=NCCc2ccc(OC)c(OC)c2)NC1=O | 3 | 6 | 0.4 | -10 | 6 | -3 | -7 | -2 | -0.3
5 | Cc1ccc(C(=O)O)cc1NC(=S)NCCc1ccccc1 | 8 | -6 | -0.7 | 14 | -1 | -5 | -3 | -2 | 0.1
6 | CC/C(=N/N=C(\CC)c1ccccc1)c1ccccc1 | -1 | 1 | 0.0 | 2 | 3 | 27 | 2 | -2 | -0.4
7 | CC12CC(NC(=O)N1CCc1ccccc1)c1cc(Cl)ccc1O2 (stereo not drawn) | 16 | 0 | -0.1 | 3 | -15 | 6 | -1 | 5 | -0.9

Following part:
9: C1=C(c2cn(-c3nc4ccccc4s3)nn2)CCCC1
10: Cc1cccc(Oc2cnn(C(C)(C)C)c(=O)c2Cl)c1
11: O=C1CC(C(F)(F)C(F)(F)C(F)(F)C(F)(F)F)=Nc2ccccc2N1
12: Cc1cc(S(=O)(=O)N2CCCC2)ccc1OCC(=O)Nc1ccccc1
13: Cc1ccc(C(CNS(=O)(=O)c2ccc([N+](=O)[O-])cc2)N2CCN(C)CC2)cc1 (stereo not drawn)
14: N#Cc1ccsc1NC(=O)COC(=O)c1cc2ccccc2cc1O
15: COc1ccc(CN([C@H](CO)CC(C)C)S(=O)(=O)N(Cc2ccccc2)[C@H](CO)CC(C)C)cc1
16: CCOC(=O)c1nsnc1NCCSC(=N)N

screen / no.,9,10,11,12,13,14,15,16
SKN-1 block,10,26,11,-8,10,-5,13,-11
CendR NRP1 mod,-8,6,0,12,-3,-15,3,2
MsrA inhibitor,0.3,0.1,-0.6,-1.2,-1.1,0.3,0.6,1.6
PABP1 MLLE inh,nt,0,1,4,-4,-16,-6,-64
eLon inh,-4,-1,13,2,4,-2,-8,2
FAS-TE inh,11,8,7,-2,16,0,22,-12
MT1-MMP act inh,-4,-4,3,7,0,0,-5,0
bovine MsrA act,-3,-1,1,-3,-1,-4,-9,-4
Tb MetRS inh,-0.2,0.5,-0.8,-0.3,-0.6,-0.8,0.2,-0.5

17: COc1ccc(-c2c(-c3ccccc3)n(C)c3ccccc23)cc1
18: CC(C)Sc1nnc(NC(=O)C2CC2)s1
19: Cc1cccnc1NC(=O)c1cccc(S(=O)(=O)NCc2ccccc2)c1
20: COc1ccc2c(c1)c1ncn(CCN3CCCC3)c(=O)c1n2C
21: CCCCNS(=O)(=O)c1ccc2nc(-c3cccnc3)cc(C(=O)NC(C)C)c2c1
22: Cn1c2ccccc2c(=O)c2c(O)cccc21
23: O=C(Cn1c(Cn2c(-c3cnccn3)nc3ccccc32)nc2ccccc21)c1ccc(OC(F)(F)F)cc1
24: CN(N)C(=S)Nc1ccc(Cl)cc1

screen / no.,17,18,19,20,21,22,23,24
SKN-1 block,-3,-2,-14,5,-12,0,-2,-8
CendR NRP1 mod,13,0,-7,-19,0,8,-8,-10
MsrA inhibitor,1.4,0.5,-0.4,1.9,0.5,2.2,0.4,-0.2
PABP1 MLLE inh,3,13,11,-5,3,13,nt,-118
eLon inh,-4,-8,-11,-7,-3,-6,-12,1
FAS-TE inh,13,-4,-4,-7,-6,2,13,-1
MT1-MMP act inh,-1,0,-3,8,3,-5,0,6
bovine MsrA act,-2,-2,-3,1,-2,-8,-4,-2
Tb MetRS inh,0.1,0.3,0.3,-0.4,0.1,-1.1,-0.5,0.1

25: CO/N=C/c1cccn1-c1nccc(N(C)C)c1C#N
26: CC(C)CC(=O)N1CCN(c2ccc(NC(=O)c3ccco3)cc2)CC1
27: COC(CCN(C)C)(c1ccccc1)c1ccccc1
28: CCC(C)(C)n1nnnc1C(c1cc2cc(C)ccc2[nH]c1=O)N1CCCC1 (stereo not drawn)
29: CCc1nnc(SCC(=O)Nc2nc(C)c(C(=O)N(C)C)s2)n1CC
30: Cc1cc(C)n2nc(C(=O)OCC(=O)N(C)C3CCCCC3)nc2n1
31: COc1ccccc1NC(=S)N(CCCN1CCOCC1)Cc1ccccn1
32: NC(=S)NC(=O)c1ccccc1

screen / no.,25,26,27,28,29,30,31,32
SKN-1 block,3,14,-1,10,-4,13,12,11
CendR NRP1 mod,4,1,-7,-10,-4,3,0,5
MsrA inhibitor,1.0,-0.1,-0.1,1.2,-0.6,-2.0,0.3,0.8
PABP1 MLLE inh,-12,-6,-6,8,4,10,2,26
eLon inh,-3,-5,-2,-8,-12,-4,-2,10
FAS-TE inh,-8,-3,-8,-5,-2,-4,-11,-7
MT1-MMP act inh,3,3,-8,-2,1,0,-2,-1
bovine MsrA act,-5,-2,0,-4,-2,0,-4,-6
Tb MetRS inh,-0.1,-0.1,-0.2,0.3,-0.2,-0.5,1.1,-1.1

33: CCCCNC(=O)CCCn1c(=S)[nH]c2cc3c(cc2c1=O)OCO3
34: CCOc1cc(S(=O)(=O)n2nc(C)cc2C)ccc1Br
35: O=S(=O)(/N=C(/c1ccccc1)N1CCOCC1)c1ccc(Br)cc1
36: OCC1C2c3ccccc3C(c3ccccc32)C1CO (stereo not drawn)
37: Cc1ccc(-c2nc(=S)c3c(n2CC2CCCO2)CC(C)(C)OC3)cc1 (stereo not drawn)
38: O=C(CC1CCCCC1)c1c(O)c2ccccc2oc1=O
39: CON(C)S(=O)(=O)c1cccc(C(=O)NC2CCSc3ccccc32)c1 (stereo not drawn)
40: CC(=O)NS(=O)(=O)c1ccc(NC(=O)NC2CCCCC2)cc1

screen / no.,33,34,35,36,37,38,39,40
SKN-1 block,16,6,13,4,3,5,-4,-2
CendR NRP1 mod,4,19,-5,-2,-19,-9,2,11
MsrA inhibitor,0.6,-0.4,1.6,-0.9,4.9*,1.5,-0.2,1.5
PABP1 MLLE inh,-56,22,8,0,11,14,11,7
eLon inh,-7,-1,8,5,3,-9,1,2
FAS-TE inh,-4,11,-1,-4,-9,-1,8,-6
MT1-MMP act inh,0,0,-4,-1,2,-5,1,2
bovine MsrA act,-1,-3,-2,-3,-10,3,-1,-4
Tb MetRS inh,0.2,-0.3,-0.4,0.2,-0.5,0.2,-0.4,0.1

41: O=C(/C=C/c1ccccc1)N1CCN(c2cccc(Cl)n2)CC1
42: CCOC(=O)NNC1CC(=O)N(c2ccc(OC)cc2)C1=O (stereo not drawn)
43: CCn1c(CNC(=O)c2cccs2)nnc1SCC(=O)Nc1cc(Cl)ccc1C
44: O=C1c2cccc(OCC(=O)N3CCCc4ccccc43)c2CCN1Cc1ccc(Br)cc1
45: COc1cc(CC(=O)NCCc2ccc(OCc3ccccc3)cc2)c([N+](=O)[O-])cc1OC
46: O=C(O)CCN(CC(=O)c1ccc(Cl)cc1)S(=O)(=O)c1ccc([N+](=O)[O-])cc1
47: COc1ccc(C(CNC(=O)C(C)Sc2ccccc2)N2CCOCC2)cc1 (stereo not drawn)
48: CCOC(=O)C(=CNc1nc(-c2ccc3ccccc3c2)cs1)C(=O)OCC

screen / no.,41,42,43,44,45,46,47,48
SKN-1 block,14,-11,-3,7,3,11,-4,7
CendR NRP1 mod,-10,-1,0,-7,-4,-15,-5,2
MsrA inhibitor,0.2,0.9,-0.4,-1.0,-0.2,1.1,1.2,0.1
PABP1 MLLE inh,11,6,0,5,4,2,12,-12
eLon inh,-7,-9,-6,8,-11,-6,-10,0
FAS-TE inh,4,-7,-7,16,3,75*,-7,22
MT1-MMP act inh,-3,3,-1,-7,3,5,-1,2
bovine MsrA act,-1,-10,-4,-4,-5,-1,-2,-2
Tb MetRS inh,0.1,-0.8,-0.5,-0.6,-1.2,0.0,-0.2,0.2

49: CCOCCCNC(=O)c1cc(Sc2nnc(C)s2)nc2ccccc12
50: CNc1snc(C)c1C(=O)OC(C)C(=O)Nc1ccc(F)cc1 (stereo not drawn)
51: COCCNc1nc2cc(-c3cccc(Cl)c3)sc2c(=O)n1C
52: Cc1cc(C)nc(N2CCCC(C(=O)Nc3ccc4c(c3)OCCO4)C2)n1 (stereo not drawn)
53: COc1ccc(-n2nnnc2C(c2cccs2)N2CCN(C/C=C/c3ccccc3)CC2)cc1 (stereo not drawn)

screen / no.,49,50,51,52,53
SKN-1 block,10,1,2,-7,6
CendR NRP1 mod,4,0,-6,2,-3
MsrA inhibitor,-0.2,1.8,-0.1,-0.2,1.3
PABP1 MLLE inh,12,2,10,-4,0
eLon inh,0,10,-4,5,6
FAS-TE inh,-3,0,8,-5,18
MT1-MMP act inh,4,4,2,-4,1
bovine MsrA act,-1,-1,-4,-5,-1
Tb MetRS inh,-0.1,-0.6,-0.3,-0.6,0.1
